GPR55 beta-arrestin: GPR55 agonists via beta-arrestin recruitment, primary screen, imaging, U2OS cells, beta-arrestin-GFP redistribution (AID 1961); U2OS GPR55 beta-arrestin-GFP redistribution imaging; higher % means a stronger effect; hit rate 0.048% among 290,000; activation, % at 10 µM, or EC50 in µM where a hit was titrated;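 active = activation above 40% with more than 50 cells counted in the well; inconclusive = wells holding fewer than 50 cells, flagged as toxic or sparse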;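 note: U2OS osteosarcoma cells stably expressing GPR55 and beta-arrestin-GFP; plate controls were DMSO negative control for no effect and LPI positive control for full effect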
UTI89 phage lysis: inhibition of K1F phage lysis, E. coli UTI89, bacterial capsule biogenesis inhibitors, alamar blue (AID 488966); E. coli UTI89 K1F phage lysis, alamar blue, 2 h; higher % means a stronger effect; inhibition, % at 100 µM, or IC50 in µM where a hit was titrated; hit rate 0.02% among 340,000;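 active = phage lysis inhibition, versus mean bacterial control, above a set limit; inconclusive = no clear call, values can overlap the other calls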;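 note: capsule biogenesis inhibitors block K1F phage lysis so surviving cells raise fluorescence; higher fluorescence means more inhibition of phage lysis; actives were called in the ten point dose series up to 300 µM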
NTR1 ag: agonists of NTR1, primary screen, imaging, U2OS cells, beta-arrestin-GFP, high content (AID 493036) | P30989 | NTR1-U2OS beta-arrestin-GFP spot imaging, agonist mode | activation, % at 20 µM | hit rate 0.17% among 330,000;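 active = activation at or above 40% of the spot to cytoplasm intensity ratio, with at least 20 cells analyzed; inconclusive = wells under 20 cells, flagged as cytotoxic or low count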;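 note: 0% = DMSO without peptide and 100% = 100 nM NTR1 peptide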
Target sequence (P30989 whole entry, looked up): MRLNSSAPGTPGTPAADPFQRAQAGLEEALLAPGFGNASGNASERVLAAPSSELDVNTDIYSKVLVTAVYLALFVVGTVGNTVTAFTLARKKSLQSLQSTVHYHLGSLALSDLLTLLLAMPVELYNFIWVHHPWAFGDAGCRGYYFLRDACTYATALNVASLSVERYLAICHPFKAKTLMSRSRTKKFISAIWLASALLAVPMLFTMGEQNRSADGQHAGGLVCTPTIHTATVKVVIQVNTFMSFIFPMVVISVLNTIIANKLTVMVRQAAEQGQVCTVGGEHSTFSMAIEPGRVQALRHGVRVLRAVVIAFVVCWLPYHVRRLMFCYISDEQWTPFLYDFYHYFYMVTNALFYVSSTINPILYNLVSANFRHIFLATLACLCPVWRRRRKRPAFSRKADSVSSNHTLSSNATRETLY
NS5 inhibitors: Dengue-2 NS5 methyltransferase inhibitors, primary screen, biochemical, confirmation dose response (AID 588689). Dengue-2 NS5 methyltransferase capping enzyme assay, biochemical; higher % means a stronger effect. inhibition, % at 25 µM, or IC50 in µM where a hit was titrated. hit rate 0.3% among 340,000; in the data active = a potency from the dose series; inconclusive = inhibition above about 29% without an active follow-up result
HIV peptide binding: inhibitors of HIV fusion peptide binding, primary screen, biochemical, uHTS, fluorescence dequenching (AID 1986). cell-free peptide binding, fluorescence dequenching, 30 min; higher % means a stronger effect. one-dose inhibition, % at 20 µM; IC50 in µM for titrated hits. hit rate 0.3% among 290,000; in the data active = inhibition mostly above about 52%, no sharp cut-off; inactive = mostly below about 76%; note: some results filed as inactive read as strong as hits
AID2073: disruptors of CaV2.2 binding to Mint1 – biochemical, HTRF (AID 2073) | hit rate 0.19% among 290,000 | one-dose inhibition, % at 20 µM; IC50 in µM for titrated hits | HTRF protein-protein interaction, Mint1-CaV2.2; higher % means a stronger effect; in the data active = inhibition mostly above about 51%, no sharp cut-off; inconclusive = no clear call, values can overlap the other calls; inactive = mostly below about 53%; note: some results filed as inactive read as strong as hits
GPR55 LPI antagonism: inhibition of LPI-stimulated GPR55 beta-arrestin translocation – imaging, U2OS, beta-arrestin-GFP, LPI agonist, primary screen (AID 2013); hit rate 0.13% among 290,000; U2OS GPR55 beta-arrestin-GFP translocation imaging, LPI antagonism; higher % means a stronger effect; inhibition, % at 10 µM, or IC50 in µM where a hit was titrated;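 active = spots per cell inhibited over 60%, with over 100 cells counted and total cytoplasm intensity under 500,000; inconclusive = wells with under 100 cells, flagged as likely toxic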;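 note: U2OS cells stably carrying GPR55 and arrestin-GFP stimulated by 5 µM LPI near EC80; imaged beta-arrestin-GFP aggregate spots per cell after agonist stimulation; plate controls were LPI-stimulated DMSO wells for no effect and DMSO wells without LPI for full effect; some results filed as inactive read as strong as hits; confirmed hits need IC50 under 10 µM and bright autofluorescent wells are also inconclusive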
GPR35 arrestin U2OS: GPR35 antagonists blocking zaprinast-driven arrestin recruitment, primary screen, imaging, U2OS, beta-arrestin-GFP, zaprinast agonist (AID 2058). U2OS GPR35 beta-arrestin-GFP translocation imaging, zaprinast antagonism; higher % means a stronger effect. inhibition, % at 10 µM, or IC50 in µM where a hit was titrated. hit rate 0.052% among 290,000;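 active = inhibition of at least 50% with at least 30 cells and total cytoplasm GFP at most 10,000,000; inconclusive = under 30 cells or total GFP of 10,000,000 plus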
Siah-1 displacement: Siah-1 peptide-binding antagonists, primary screen, biochemical, fluorescence polarization, rhodamine-plectin, uHTS (AID 1817). hit rate 0.02% among 290,000. displacement, % at 20 µM; hits with a dose series show IC50 in µM. Siah-1 / rhodamine-plectin peptide fluorescence polarization; higher % means a stronger effect;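 active = displacement of at least 50% at 20 µM, with a fluorescence ratio check between 0.3 and a set limit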;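 note: plate controls were Siah plus tracer with DMSO for no effect and tracer alone without Siah for full effect; strong numbers were not always called active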
NTR1 ag cell count 20 µM: also measured in NTR1 ag; calls as there; cell count; measured here: cell count, cytotoxicity flag
An asterisk follows results filed as active; i = inactive; ? = inconclusive; / = no result given; [ ] = another dose, or the depositor's remark.

SMILES | GPR55 beta-arrestin | UTI89 phage lysis | NTR1 ag | NTR1 ag cell count 20 µM | NS5 inhibitors | HIV peptide binding | AID2073 | GPR55 LPI antagonism | GPR35 arrestin U2OS | Siah-1 displacement
COC(=O)C1=NN(c2ccc(C)cc2)C2C(=O)N(c3ccccc3OC)C(=O)C12 (stereo unspecified) | -0.1% | -1.4% | 2.1 | 53 | -7% | 0.5% | 10% | 6% | -12% | 2%
COC(=O)CN1C(=S)N(Cc2ccccc2)C(=O)C1CC(=O)Nc1ccc(Br)cc1 (stereo unspecified) | -2.3% | 1.1% | 7.2 | 41 | 3% | 14% | 11% | 18% | -6% | 1%
Cc1ccc(OCc2nc(C#N)c(N3CCCCC3)o2)cc1 | 0.2% | -1.1% | 2.1 | 42 | -4% | -0.4% | 1% | 8% | -4% | 3%
CC(C)OCC(O)CN1CCN(CC(O)COc2ccc3c(c2)OCO3)CC1 (stereo unspecified) | 0.2% | -1.7% | -0.9 | 69 | 0% | 0.5% | -2% | 14% | 9% | -2%
C/C(=N\Nc1ccc(C(F)(F)F)cn1)c1ccc(S(=O)(=O)NCc2ccco2)cc1 | 0.1% | 4.3% | 7.8 | 48 | -1% | 0.0% | 0% | 4% | 8% | -1%
Cc1c(C)n(CC(O)CN2C(=O)c3ccccc3S2(=O)=O)c2ccccc12 (stereo unspecified) | -0.1% | 0.3% | 3.2 | 92 | -5% | -1.0% | 9% | -2% | -8% | -5%
Cc1ccc(N(CC(=O)Nc2c(C)cccc2C)S(C)(=O)=O)cc1 | 0.5% | 1.6% | -0.2 | 66 | 0% | 1.5% | 9% | 0% | 7% | 3%
O=C(c1ccco1)N1CCN(CCOCCOc2cccc3ccccc23)CC1 | 0.3% | 6.0% | 1.7 | 38 | -3% | 10% | 16% | 4% | 10% | 5%
CCOc1ccc(OCC)c(NC(=O)CN2CCN(c3cc(C)ccc3C)CC2)c1 | -0.1% | 5.0% | 0.6 | 41 | 2% | -0.4% | 7% | 11% | 2% | 6%
C=CCn1c(C)cc(-c2csc(NCC)n2)c1C | 0.5% | 0.4% | 2.3 | 76 | ? | 89% | ? | 16% | -4% | 15%
OCc1ncc(-c2ccccc2)s1 | 0.4% | 0.4% | 1.4 | 93 | -9% | 0.1% | 1% | 8% | 2% | -1%
Cn1c(=O)[nH]c(=O)c2c1nc(N1CCc3ccccc3C1)n2CCSc1nc2ccccc2s1 | -0.2% | 4.4% | 15 | 75 | 3% | 1.9% | -1% | -5% | 12% | 2%
Cc1ccc(-c2csc(N3CCC[C@@H]3C(=O)NCCn3c(-c4ccncc4)nc4ccccc43)n2)cc1 | 0.2% | 0.8% | 4.9 | 97 | -4% | 0.1% | -8% | 7% | 10% | -4%
O=C1Nc2ccccc2Nc2ccccc21 | 0.0% | -0.1% | -1.1 | 93 | -7% | -3.4% | 8% | 8% | 2% | -6%
Cc1nnc(Sc2cc(C(=O)NC3CC3)c3ccccc3n2)s1 | 0.3% | 0.1% | -0.1 | 82 | -11% | 1.6% | 14% | 6% | 2% | 2%
CCOC(=O)CN(C(=O)c1ccccc1)c1ccccc1C | 0.2% | 0.8% | 0.4 | 52 | -5% | -1.0% | -3% | 10% | 2% | 6%
O=C(Nc1ccc(N2CCN(C(=O)c3ccco3)CC2)cc1)c1ccccc1Br | 0.0% | 0.3% | 1.3 | 64 | -4% | -1.1% | -2% | 4% | 2% | 35%
COc1cc(CN2CCCC(C(=O)c3ccc(SC)cc3)C2)cc(Cl)c1O (stereo unspecified) | 0.7% | 0.3% | 0.8 | 64 | -1% | -4.3% | 5% | 8% | -6% | -3%
O=c1[nH]c(=O)n(C2OC(CO)C(O)C2O)cc1Br (stereo unspecified) | 0.0% | 0.5% | 0.9 | 40 | -10% | -0.5% | -1% | -13% | -5% | -2%
CCCC1(c2ccccc2)NC(=O)N(CC(=O)Nc2sc(-c3ccccc3)cc2C(=O)OCC)C1=O (stereo unspecified) | 0.0% | 0.8% | 2.1 | 76 | -12% | -2.4% | 8% | -3% | -9% | 0%
CN1CCN(CCC(=O)N/N=C/c2ccccn2)CC1 | -0.2% | -1.2% | -0.6 | 48 | 3% | 2.3% | -1% | -9% | -2% | 9%
CCN(CC)c1ccc(/C=C2\C(=N)N3N=C(CC(=O)N4CCOCC4)SC3=NC2=O)cc1 | 0.3% | 0.1% | -2.8 | 49 | -6% | 198% | 1% | 21% | -6% | 8%
CCCc1nn(-c2cc(Cl)ccc2OC)c2c1C(=O)CC(C)(C)C2 | -0.1% | 0.0% | 0.1 | 63 | -1% | -2.3% | ? | 2% | -1% | 0%
O=C(NC1CCN(Cc2ccccc2)CC1)c1cccc(OC(F)F)c1 | -0.1% | 0.0% | -1.9 | 81 | -7% | 0.1% | 6% | 2% | -6% | 3%
COc1c(C)cc(C(=O)C2CCCN(C(=O)/C=C/c3ccccn3)C2)cc1C (stereo unspecified) | 0.4% | 0.5% | 1.7 | 64 | -1% | -0.6% | 8% | -6% | -2% | 6%

The final two records of the section above are carried over, then new ones follow.
SMILES | GPR55 beta-arrestin | UTI89 phage lysis | NTR1 ag | NTR1 ag cell count 20 µM | NS5 inhibitors | HIV peptide binding | AID2073 | GPR55 LPI antagonism | GPR35 arrestin U2OS | Siah-1 displacement
O=C(NC1CCN(Cc2ccccc2)CC1)c1cccc(OC(F)F)c1 | -0.1% | 0.0% | -1.9 | 81 | -7% | 0.1% | 6% | 2% | -6% | 3%
COc1c(C)cc(C(=O)C2CCCN(C(=O)/C=C/c3ccccn3)C2)cc1C (stereo unspecified) | 0.4% | 0.5% | 1.7 | 64 | -1% | -0.6% | 8% | -6% | -2% | 6%
COc1ccc(CNc2cc(C)nc3ncnn23)c(OC)c1 | -0.1% | i | 2.2 | 59 | -2% | -0.3% | -6% | 9% | 9% | 1%
Cc1cc(=O)[nH]c(SCC(=O)NCc2ccco2)n1 | -0.5% | 0.0% | 0.1 | 56 | 15% | 11% | 11% | -6% | -6% | 23%
CC1CCN(S(=O)(=O)c2ccc(Cl)cc2)CC1 | 0.2% | -0.5% | -0.2 | 60 | -3% | -2.4% | 22% | 10% | -2% | -2%
CC1CCN(C(=O)CN2C(=O)C(C)(C)Oc3ccc(C(=O)NC4CCCC4)cc32)CC1 | 0.9% | 0.0% | 2.0 | 60 | -1% | 1.9% | -5% | 4% | 6% | -1%
CNC(=O)c1[nH]cnc1C(=O)N[C@@H](CC(C)C)C(=O)OC(C)(C)C | -0.2% | 0.6% | -1.3 | 88 | -10% | -2.5% | 4% | 11% | -12% | -2%
Cc1ccc(OCCOc2cccc(Br)c2)c([N+](=O)[O-])n1 | -0.1% | 2.0%[50 µM] | 2.1 | 62 | -1% | 0.9% | -6% | 9% | -27% | 9%
O=C(Nc1nnc(SCc2ccccn2)s1)C1CC(=O)N(c2ccc(F)cc2)C1 (stereo unspecified) | -0.2% | 0.2% | 1.8 | 51 | 8% | 15% | 27% | -6% | -15% | 5%
CN(C)S(=O)(=O)c1ccc(C(=O)Oc2coc(CSc3ncccn3)cc2=O)cc1 | 0.2% | 0.0% | 2.3 | 99 | -13% | 3.5% | 2% | -13% | -12% | -4%
CC(=O)Nc1ccc(NC(=O)c2ccccc2S(=O)(=O)c2ccccc2[N+](=O)[O-])cc1 | -0.2% | 0.2% | -0.8 | 78 | -1% | 1.7% | -2% | 3% | 10% | 1%
O=S(=O)(c1ccccc1)N1CCN(c2nc3ccccc3s2)CC1 | 0.3% | 1.8% | 1.8 | 100 | 1% | 12% | 10% | -6% | 17% | -6%
O=C(Cc1ccccc1)NCCCN1CCN(CCCNC(=O)Cc2ccccc2)CC1 | -0.1% | 0.2% | -1.6 | 93 | -5% | 0.4% | -5% | -4% | -3% | -3%
CC(Oc1ccccc1)C(=O)OCC(=O)N1CC(=O)Nc2ccccc21 (stereo unspecified) | -0.1% | 0.0% | 0.5 | 44 | / | -0.6% | 0% | 8% | -10% | -4%
CCc1ccc2oc(=O)cc(CN3CCN(c4ccc(F)cc4)CC3)c2c1 | -0.2% | 0.5% | 14 | 60 | -1% | -1.6% | -2% | 11% | 23% | -7%
CN(Cc1ccccc1)C(=O)COC(=O)C1=NNC(=O)CC1 | -0.1% | 2.0% | 0.6 | 46 | 1% | 0.4% | 10% | -2% | -8% | 0%
Cc1cc(C)c(/C=N/n2c(C)cc(C)c(C#N)c2=O)c(C)c1 | 0.7% | -6.1% | 2.0 | 50 | 0% | -2.5% | -6% | 5% | -8% | 3%
OC1(c2ccc(F)cc2)CN(c2ccccc2)C2=[N+]1CCS2 (stereo unspecified) | 0.1% | 9.6% | 5.8 | 35 | -3% | -1.6% | 3% | 0% | -11% | 6%
O=C(Nc1cccc2nsnc12)c1cccnc1 | 0.1% | 3.0% | -0.6 | 39 | 4% | -2.6% | 13% | 6% | 4% | -1%
Cc1ccc(OCCn2cc(/C=C(\C#N)C(=O)NCC3CCCO3)c3ccccc32)cc1 (stereo unspecified) | 0.9% | 2.3% | 7.7 | 61 | 5% | -0.9% | 6% | 7% | -14% | 12%
CCOC(=O)C1=C(C)N(C)C(C)=C(C(=O)OCC)C1c1ccc(C(=O)OC)cc1 | 0.5% | -0.1% | 2.1 | 49 | 1% | -2.6% | 4% | 10% | -7% | -5%
CCOC(=O)c1c(C)oc2cc(Br)c(O)c(Br)c12 | -0.2% | -1.8% | -1.7 | 59 | -2% | -4.1% | -13% | 0% | -12% | 10%
O=C(COC(=O)Cc1cn2ccsc2n1)NC12CC3CC(CC(C3)C1)C2 | -0.2% | ? | 1.8 | 64 | 4% | -2.1% | -7% | 5% | -15% | 4%
O=C(N/N=C/c1cccc2ccccc12)c1cccs1 | 0.0% | -1.9%[50 µM] | 8.1 | 92 | 0% | 0.8% | 2% | -5% | -1% | -2%
CSc1ccc(CN2CCN(C(=O)c3ccncc3)CC2)cc1 | -0.1% | -0.8% | 1.6 | 62 | -8% | -1.8% | -1% | 5% | -2% | 8%
Cc1nc2ccc(Nc3ccncc3)cc2s1 | -0.2% | 0.0%[50 µM] | -0.5 | 59 | -7% | 1.8% | -4% | 0% | -17% | -6%
COc1ccccc1N1CCN(C(=O)Cn2c(=O)[nH]c3ccsc3c2=O)CC1 | 0.0% | -0.2% | -1.1 | 80 | 1% | 3.3% | -3% | 1% | -7% | -4%
CCSc1nc2ccccc2n1Cc1nc(N)nc(N(C)C)n1 | 0.2% | i | 0.2 | 44 | -1% | -1.2% | -4% | 12% | 2% | -3%

High-throughput results from PubChem BioAssay.
